Screens as filed in PubChem.
AHR act: activates the human aryl hydrocarbon receptor | P35869 | AHR-responsive luciferase reporter cells, luminescence | activation, % at 5 µM | 320,000 tested, 2.5% active | AID 2796; in the data active = activation above about 47%;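 also: 0% = vehicle wells and 100% = reference agonist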
MEP2 TOR yeast: modulators of TOR pathway MEP2-GFP in S. cerevisiae; S. cerevisiae MEP2-GFP strain, flow cytometry GFP, 3 h; 100% = DMSO control level; GFP response vs DMSO, % at 10 µM; 330,000 tested, 0.51% active; AID 2016;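 active = GFP response versus DMSO above a set limit, roughly screen mean plus 3 SD, cut at about 180% in these data; inconclusive = fewer than 70 cells counted for a yeast strain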;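 also: median GFP fluorescence of the barcode-gated MEP2-GFP cells per well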
proCasp3 act: procaspase-3 (human) activation; P42574; recombinant procaspase-3 D3A, Ac-DEVD-pNA absorbance 405 nm; activation, % at 8.5 µM; 330,000 tested, 0.11% active; AID 463141;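 active = activation above the mean of all tested compounds plus 3 SD, cut at about 21% in these data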;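 also: 0% = DMSO alone and 100% = DMSO wells spiked with extra 5 µM PC-3 D3A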
Target sequence (P42574 whole entry D9A/D28A/D175A): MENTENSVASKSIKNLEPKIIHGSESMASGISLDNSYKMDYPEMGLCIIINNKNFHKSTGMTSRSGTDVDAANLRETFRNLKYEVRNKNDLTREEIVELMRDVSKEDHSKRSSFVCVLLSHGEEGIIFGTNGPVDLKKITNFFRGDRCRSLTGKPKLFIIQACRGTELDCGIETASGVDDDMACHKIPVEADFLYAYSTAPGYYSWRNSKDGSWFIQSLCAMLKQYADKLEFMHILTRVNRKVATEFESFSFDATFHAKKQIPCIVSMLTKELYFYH
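Test system: Procaspase-3 D3A mutant; medium: Zinc-free HEPES/NaCl buffer with 0.01% Triton X-100 at pH 7.4; reagent: DEVD-pNA substrate; doses: one concentration, 8.5 µM nominal, 0.8% DMSO; times: 1 h preincubation plus 2 h reaction at 25 °C; signal: Epi-absorbance at 405 nm of released p-nitroaniline, 0 and 120 min; replicates: singlicate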
LAP4-GFP MLPCN: modulators of TOR pathway LAP4-GFP in S. cerevisiae | S. cerevisiae LAP4-GFP multiplex, flow cytometry GFP, 3 h; median GFP as percent of DMSO wells | GFP response vs DMSO, % at 10 µM | 320,000 tested, 0.34% active | AID 2023;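 active = GFP response vs DMSO above a set limit, about the screen mean plus 3 SD, cut at about 150% in these data; inconclusive = under 70 cell events counted for the yeast strain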
CIT2-GFP yeast: yeast TOR pathway CIT2-GFP modulation | S. cerevisiae CIT2-GFP strain, flow cytometry, 3 h; 100 means same as DMSO wells | GFP response vs DMSO, % at 10 µM | 320,000 tested, 0.065% active | AID 2029;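 active = GFP response relative to DMSO above a set limit, near the screen mean plus 3 SD, cut at about 150% in these data; inconclusive = Fewer than 70 cells measured for a yeast strain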;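 also: ratio of well median GFP fluorescence to mean of DMSO wells on the plate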
procasp7 counter: counter-screen for procaspase-3 activators: activators of human procaspase-7; recombinant procaspase-7, Ac-DEVD-pNA absorbance 405 nm; D23A/D198A/D206A triple mutant, cannot self-cleave; scale: DMSO 0, 5 µM enzyme 100; 330,000 tested, 0.093% active; activation, % at 8.5 µM;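 active = percent activation above the screen-wide mean plus 3 SD, cut at about 25% in these data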
Target sequence (P55210 whole entry D23A/D198A/D206A): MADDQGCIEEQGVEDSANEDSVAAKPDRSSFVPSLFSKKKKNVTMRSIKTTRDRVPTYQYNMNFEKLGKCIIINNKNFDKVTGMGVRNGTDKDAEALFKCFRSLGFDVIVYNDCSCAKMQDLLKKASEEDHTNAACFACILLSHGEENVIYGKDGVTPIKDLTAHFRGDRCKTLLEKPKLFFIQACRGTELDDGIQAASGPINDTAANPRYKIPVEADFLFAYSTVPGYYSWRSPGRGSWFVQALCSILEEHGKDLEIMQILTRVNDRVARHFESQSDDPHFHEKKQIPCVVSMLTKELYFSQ
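System: Procaspase-7 triple mutant (PC-7 D3A); measure: % activation from two-timepoint absorbance difference, scaled to controls; times: 1 h compound preincubation, 2 h substrate cleavage, 25 °C; also added: Ac-DEVD-pNA substrate, 400 µM as added; measured by: Epi-absorbance of released pNA at 405 nm, two timepoints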
RPL19A TOR yeast: yeast TOR pathway RPL19A-GFP modulation; percent response vs DMSO, % at 10 µM; S. cerevisiae RPL19A-GFP strain, flow cytometry, 3 h; hits give low values; AID 2025; 330,000 tested, 0.3% active;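 active = percent response vs DMSO below 50%; inconclusive = fewer than 70 events counted for the yeast strain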;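 also: median channel GFP fluorescence of the barcoded RPL19A-GFP strain; ratio of sample median GFP to plate DMSO average so 100% = DMSO; lower means less RPL19A-GFP as with rapamycin TOR inhibition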
AGP1-GFP MLPCN: yeast TOR pathway AGP1-GFP modulation; 320,000 tested, 0.02% active; GFP response vs DMSO, % at 10 µM; AID 2066; S. cerevisiae AGP1-GFP multiplex flow cytometry, 3 h; GFP as percent of DMSO wells;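 active = GFP response relative to DMSO above a set limit, near screen average plus 3 SD, cut at about 150% in these data; inconclusive = fewer than 70 cells counted for the yeast strain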;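 also: median GFP channel fluorescence of the gated AGP1 strain per well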
Active calls of the source: *; ? = inconclusive; · = no result given; [ ] = another dose, or the depositor's remark.

SMILES	AHR act	MEP2 TOR yeast	proCasp3 act	LAP4-GFP MLPCN	CIT2-GFP yeast	procasp7 counter	RPL19A TOR yeast	AGP1-GFP MLPCN
COCC1CCN(C(=O)c2ccc(OC)c(OC3CCN(C(C)C)CC3)c2)CC1	·	108	·	89	95	·	112	97
CNC(=S)NNC(=O)Cc1ccccc1	8	101	5	110	112	-7	101	103
O=C1OCc2ccc(NC(=O)c3c(F)cccc3Cl)cc21	-4	98	4	95	109	-3	102	103
COc1ccccc1-c1c(C)oc2c(CN3CCCCC3C)c(O)ccc2c1=O (configuration not stated)	-1	100	2	·	107	3	99	109
CC(=O)S[C@@H]1CC2=CC(=O)CC[C@]2(C)[C@H]2CC[C@@]3(C)[C@@H](CC[C@@]34CCC(=O)O4)[C@H]12	-6	96	12	105	104	-2	99	89
COc1ccc2nc(C)cc(SCC(=O)N/N=C/c3ccc(O)cc3O)c2c1	12	83	-9	90	93	1	96	90
COc1ccc(-c2csc(NC(=O)CN3C(=O)C4CCCCC4C3=O)n2)c(OC)c1 (configuration not stated)	-9	92	-5	98	84	6	89	95
CCOc1ccccc1Nc1nc(N)nc(CN(C)C2CCCCC2)n1	8	96	5	101	100	3	105	111
O=C(O)CCc1nc(-c2ccccc2Cl)no1	3	99	1	108	98	1	96	·
COC(=O)CSc1nc(C)cc(C(F)(F)F)c1C#N	-2	139	-10	96	105	-1	·	36
CS(=O)(=O)Nc1ccc(C(=O)NCCSC2CCCCC2)cc1	-2	101	14	103	95	9	97	102
O=S1(=O)C[C@@H](O)[C@@H](Nc2ccccc2)C1	0	156[may fluoresce violet]	1	·	·	-3	104[may fluoresce violet]	·
CC(C)NC(=O)C1CCN(c2ccc(S(=O)(=O)N3CCOCC3)cc2Cl)CC1	1	93	0	101	92	-14	98	103
CN(CC(=O)Nc1cccc(F)c1)C(=O)CC1CC2CCC1C2 (configuration not stated)	0	85	2	86	90	4	89	87
CCOc1ccc(S(=O)(=O)NCCC(=O)NCC2CCCO2)cc1 (configuration not stated)	17	92	0	90	99	3	97	98
COc1ccccc1-c1nnn(C/C(N)=N/O)n1	1	92	-7	90	101	-3	98	96
Cc1cc(=O)oc2cc(Oc3ncccc3[N+](=O)[O-])ccc12	11	99	3	95	93	4	100	101
COc1ccc(C(=O)N/N=C/c2ccc(OC(=O)c3ccccc3)cc2)cc1	4	111	1	112	100	5	110	105
Cc1csc(NC(=O)CSc2nc3sc(C)c(C)c3c(=O)[nH]2)n1	24	107	-9	96	108	-24	102	106
Cc1ccc([N+](=O)[O-])cc1NC(=O)c1cccnc1	7	120	0	102	111	-4	102	99
CCOC(=O)CC1=NN(c2ccccc2)C(=O)/C1=C\c1ccc(OC)cc1OC	2	88	0	96	79	4	107	88
CCCn1c(O)c2ccc(C(=O)N=NC(=O)c3cccnc3)cc2c1O	0	103	6	97	103	11	99	101
CCCc1cc(=O)[nH]c(SCC(=O)N2C(C)CCCC2C)n1 (configuration not stated)	0	114	8	88	106	9	93	97
C=CCOc1ccc(/C=C2\SC(=S)N(N3CCOCC3)C2=O)cc1	-4	97	13	100	92	2	97	102
O=C1Nc2cccnc2Sc2ccccc21	0	?	10	?	83[may fluoresce red]	1	?	59[may fluoresce red]

Profiles, looked up by structure. Screens in order: AHR act	MEP2 TOR yeast	proCasp3 act	LAP4-GFP MLPCN	CIT2-GFP yeast	procasp7 counter	RPL19A TOR yeast	AGP1-GFP MLPCN
CCCn1c(O)c2ccc(C(=O)N=NC(=O)c3cccnc3)cc2c1O in the list: 0	103	6	97	103	11	99	101
O=S1(=O)C[C@@H](O)[C@@H](Nc2ccccc2)C1 in the list: 0	156[may fluoresce violet]	1	·	·	-3	104[may fluoresce violet]	·
C=CCOc1ccc(/C=C2\SC(=S)N(N3CCOCC3)C2=O)cc1 in the list: -4	97	13	100	92	2	97	102
COC(=O)CSc1nc(C)cc(C(F)(F)F)c1C#N in the list: -2	139	-10	96	105	-1	·	36
CC(=O)S[C@@H]1CC2=CC(=O)CC[C@]2(C)[C@H]2CC[C@@]3(C)[C@@H](CC[C@@]34CCC(=O)O4)[C@H]12 in the list: -6	96	12	105	104	-2	99	89

More compounds:
SMILES	AHR act	MEP2 TOR yeast	proCasp3 act	LAP4-GFP MLPCN	CIT2-GFP yeast	procasp7 counter	RPL19A TOR yeast	AGP1-GFP MLPCN
CCCOc1ccc(/C=N/NC(=O)C(C)Sc2ccccn2)cc1OCC (configuration not stated)	6	99	11	99	97	1	106	95
COc1cccc(OC)c1C(=O)N1CCN(S(=O)(=O)c2ccccc2)CC1	3	112	2	98	102	9	·	120
COc1cccc(-n2sc3c(c2=S)-c2cc(OC)ccc2NC3(C)C)c1	24	100	-9	101	94	21	98	99
CC(=O)c1cccc(NS(=O)(=O)c2ccc(-c3cc(C)no3)s2)c1	0	101	7	96	97	4	97	98
C[C@@H]1CN([C@@H](C)CO)C(=O)c2cc(NS(C)(=O)=O)ccc2O[C@@H]1CN(C)S(=O)(=O)c1ccccc1	0	101	-6	103	98	2	104	106
CCOc1[nH]n(-c2ccc(Cl)cc2)c(=O)c1C=Nc1ccc(O)cc1	15	97	2	99	96	-7	96	103
CCOC(=O)C(=O)c1c(-c2ccc(C)cc2)nc2ccccn12	0	101	2	101	97	5	93	90
Cc1cc(Sc2nc(N(C)C)nc(N(C)C)n2)nc(Cl)n1	2	97	1	101	92	2	97	96
CCc1ccc(NC(=O)/C(C#N)=C/c2cc3ccc(C)cc3nc2N2CCOCC2)cc1	3	107	-5	97	101	-5	103	108
Cc1ccc(N2C(=O)c3ccccc3C2Nc2ccccc2)nc1 (configuration not stated)	8	90	5	94	86	-3	93	90
S=C1SCN(CCN2CCOCC2)CN1Cc1ccccc1	3	104	4	111	116	12	110	114
Cc1cc2c(cc1C)C(=O)NC(C)(C)C2	1	104	9	99	99	-3	101	98
S=C(NCCN1CCOCC1)N1CCN(c2cccc(Cl)c2)CC1	1	103	1	112	101	4	102	102
CC(=O)c1c[nH]c(C(=O)NCC2CCCO2)c1 (configuration not stated)	0	94	12	87	106	5	103	98
O=C(NC(C(=O)N/N=C/c1ccccc1)c1n[nH]c(=O)c2ccccc12)c1ccccc1 (configuration not stated)	5	97[may fluoresce red]	11	101[may fluoresce red]	106[may fluoresce red]	1	?	86[may fluoresce red]
c1ccc2c(C3CCO3)cccc2c1 (configuration not stated)	3	114	7	107	104	1	97	101
CC(C)[C@H](NC(=O)NCc1ccco1)C(=O)O	0	97	9	101	98	6	97	100
O=[N+]([O-])c1cc(S(=O)(=O)C(F)(F)F)ccc1Sc1nc2ccccc2s1	0	85	-12	159*	84	12	87	74
C=CCn1c(CNc2ccccc2)nnc1SCC(=O)N/N=C/c1ccccc1O	-1	99	0	101	96	-20	99	98
CCN1CCCC1CNCc1cc(OC)c(OC)c(OC)c1 (configuration not stated)	-1	106	7	109	108	-1	102	106
O=C(C1CCCO1)N1CCN(Cc2c(O)ccc3ccccc23)CC1 (configuration not stated)	32	102	-26	94	112	-28	101	101
O=C(CSc1ncn[nH]1)N(C1CCCCC1)C1CCCCC1	1	94	1	97	99	3	97	101
Cc1cc(C(C)(C)C)cc(S(=O)(=O)Nc2ccc(O)c(C(=O)O)c2)c1C	0	100	-1	89	98	-1	98	97
Cc1[nH]c2ccccc2c1/C=N/NC(=O)Nc1ccccc1	95*	88[may fluoresce violet]	-6	126[may fluoresce violet]	?	-1	24*[may fluoresce violet]	?
COc1ccc(OC)c(N(CC(=O)N2CCOCC2)S(C)(=O)=O)c1	0	96	6	89	102	8	99	99

Additional structures
SMILES	AHR act	MEP2 TOR yeast	proCasp3 act	LAP4-GFP MLPCN	CIT2-GFP yeast	procasp7 counter	RPL19A TOR yeast	AGP1-GFP MLPCN
O=C(CSc1nnc(-c2ccccn2)o1)Nc1ccccc1F	3	108	10	79	·	10	100	92
CCN1CCN(c2ccc(NC(=O)c3cccnc3)cc2Cl)CC1	2	101	-1	92	103	11	100	100
CCOc1ccc(NC(=O)CN(C)C(=O)C2CCN(C(=O)c3ccc(Cl)cc3)CC2)cc1OCC	1	98	6	116	96	6	105	103
O=C(NC1CCCCC1)C1CC=CCC1C(=O)OCC(Cl)=C(Cl)Cl (configuration not stated)	2	102	7	102	108	1	97	104
CCn1c2ccccc2c2cc(NC(=O)COC(=O)c3cc(OC)c(OC)cc3OC)ccc21	40	107	4	105	100	7	98	97
CCOC(=O)C1=C(CN2CCN(C(=O)c3ccco3)CC2)NC(=O)NC1c1ccc(Cl)cc1 (configuration not stated)	2	106	4	109	99	-2	96	100
Cn1nnc2c(C(N)=O)ncn2c1=O	0	94	6	105	115	-1	100	91
O=C(NCC1CCN(Cc2ccccc2F)CC1)Nc1cccc(Br)c1	-1	93	0	82	102	7	94	93
O=C(c1ccco1)N1CCN(Cc2nnnn2CCc2ccccc2)CC1	1	115	0	110	98	12	105	107
COc1ccc(NC(=O)C2CCCN2S(=O)(=O)c2cccc3nsnc23)c(OC)c1 (configuration not stated)	8	91	1	89	98	3	95	98
O=C(CCc1nnc2ccc(NCc3ccccc3Cl)nn12)NC1CCCC1	2	103	12	92	99	6	98	97
O=C(NCc1cccs1)N[C@@H](Cc1ccccc1)C(=O)O	0	100	6	98	103	1	101	102
N#C/C(=C/c1ccc(F)cc1)C(N)=S	4	90	-29	110	93	-33	90	·
C/C=C\C(=O)Nc1cccc(C2=NOC3(C2)C[C@@H](C(N)=O)N(C(=O)COc2ccc(Cl)cc2)C3)c1 (some centres not stated)	1	109	6	96	97	7	102	105
Nc1nnc(SCC(=O)Nc2ccc3nc(SCC(=O)Nc4ccccc4)sc3c2)s1	6	101	-4	95	103	1	109	105
O=C(NNC(=O)c1sc2ccccc2c1Cl)Nc1ccc(Cl)cc1	0	109	-3	102	104	4	104	108
CC(C)c1nc(Cl)c(C#N)c2c1CCCC2	13	103	-7	97	102	3	108	103
COc1ccc(CCNC(=O)C(=O)NCC2CCCN2S(=O)(=O)c2cc(C)ccc2C)cc1 (configuration not stated)	-3	98	7	105	87	8	97	105
O=C(Cn1cnc([N+](=O)[O-])n1)c1ccccc1	·	107	·	93	106	·	105	106
CC(C)(C)C(=O)N1CCN(c2ccc(NC(=O)c3ccc4c(c3)OCCO4)cc2)CC1	-6	102	6	97	100	-1	100	98
Cc1cccc(-c2nc(CSCC(=O)NCCCN3CCOCC3)c(C)o2)c1	3	94	-5	103	98	-1	99	107
CC(N=C(NS(=O)(=O)c1ccc(Cl)cc1)c1ccccc1)C(=O)O (configuration not stated)	-1	102	-8	103	105	5	101	105
Cc1ccccc1CNC(=O)C1CCCN(c2nnc(C)c3c(C)n(-c4ccccc4)nc23)C1 (configuration not stated)	6	103	-3	93	102	3	98	98
O=C(CSc1n[nH]c(-c2ccccc2O)n1)NC1CCCCC1	6	96	-5	92	100	-1	91	91
CC(=O)c1ccccc1NS(=O)(=O)c1c(C)nn(-c2ccccc2)c1C	0	101	-3	109	100	3	101	97
CCOC(=O)C1CCCN(Cc2ccccc2F)C1 (configuration not stated)	0	99	9	97	85	-3	96	97
Cc1ccc(C(=O)N2CCN(S(=O)(=O)c3ccc(C)cc3)CC2)cc1	0	96	7	96	93	-1	94	99
